Cav32 inh: human Cav3.2 channel inhibition, primary screen. Cav3.2-expressing cells, Fluo-4 calcium fluorescence FDSS; hits give low values. AID 449739. B-score at 10 µM. 4% of 100,000 active;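 active means single-dose well whose peak fluorescence ratio is a statistical outlier from its plate by either plate-standardised score or position-corrected B-score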
Target sequence (O95180 whole entry, looked up): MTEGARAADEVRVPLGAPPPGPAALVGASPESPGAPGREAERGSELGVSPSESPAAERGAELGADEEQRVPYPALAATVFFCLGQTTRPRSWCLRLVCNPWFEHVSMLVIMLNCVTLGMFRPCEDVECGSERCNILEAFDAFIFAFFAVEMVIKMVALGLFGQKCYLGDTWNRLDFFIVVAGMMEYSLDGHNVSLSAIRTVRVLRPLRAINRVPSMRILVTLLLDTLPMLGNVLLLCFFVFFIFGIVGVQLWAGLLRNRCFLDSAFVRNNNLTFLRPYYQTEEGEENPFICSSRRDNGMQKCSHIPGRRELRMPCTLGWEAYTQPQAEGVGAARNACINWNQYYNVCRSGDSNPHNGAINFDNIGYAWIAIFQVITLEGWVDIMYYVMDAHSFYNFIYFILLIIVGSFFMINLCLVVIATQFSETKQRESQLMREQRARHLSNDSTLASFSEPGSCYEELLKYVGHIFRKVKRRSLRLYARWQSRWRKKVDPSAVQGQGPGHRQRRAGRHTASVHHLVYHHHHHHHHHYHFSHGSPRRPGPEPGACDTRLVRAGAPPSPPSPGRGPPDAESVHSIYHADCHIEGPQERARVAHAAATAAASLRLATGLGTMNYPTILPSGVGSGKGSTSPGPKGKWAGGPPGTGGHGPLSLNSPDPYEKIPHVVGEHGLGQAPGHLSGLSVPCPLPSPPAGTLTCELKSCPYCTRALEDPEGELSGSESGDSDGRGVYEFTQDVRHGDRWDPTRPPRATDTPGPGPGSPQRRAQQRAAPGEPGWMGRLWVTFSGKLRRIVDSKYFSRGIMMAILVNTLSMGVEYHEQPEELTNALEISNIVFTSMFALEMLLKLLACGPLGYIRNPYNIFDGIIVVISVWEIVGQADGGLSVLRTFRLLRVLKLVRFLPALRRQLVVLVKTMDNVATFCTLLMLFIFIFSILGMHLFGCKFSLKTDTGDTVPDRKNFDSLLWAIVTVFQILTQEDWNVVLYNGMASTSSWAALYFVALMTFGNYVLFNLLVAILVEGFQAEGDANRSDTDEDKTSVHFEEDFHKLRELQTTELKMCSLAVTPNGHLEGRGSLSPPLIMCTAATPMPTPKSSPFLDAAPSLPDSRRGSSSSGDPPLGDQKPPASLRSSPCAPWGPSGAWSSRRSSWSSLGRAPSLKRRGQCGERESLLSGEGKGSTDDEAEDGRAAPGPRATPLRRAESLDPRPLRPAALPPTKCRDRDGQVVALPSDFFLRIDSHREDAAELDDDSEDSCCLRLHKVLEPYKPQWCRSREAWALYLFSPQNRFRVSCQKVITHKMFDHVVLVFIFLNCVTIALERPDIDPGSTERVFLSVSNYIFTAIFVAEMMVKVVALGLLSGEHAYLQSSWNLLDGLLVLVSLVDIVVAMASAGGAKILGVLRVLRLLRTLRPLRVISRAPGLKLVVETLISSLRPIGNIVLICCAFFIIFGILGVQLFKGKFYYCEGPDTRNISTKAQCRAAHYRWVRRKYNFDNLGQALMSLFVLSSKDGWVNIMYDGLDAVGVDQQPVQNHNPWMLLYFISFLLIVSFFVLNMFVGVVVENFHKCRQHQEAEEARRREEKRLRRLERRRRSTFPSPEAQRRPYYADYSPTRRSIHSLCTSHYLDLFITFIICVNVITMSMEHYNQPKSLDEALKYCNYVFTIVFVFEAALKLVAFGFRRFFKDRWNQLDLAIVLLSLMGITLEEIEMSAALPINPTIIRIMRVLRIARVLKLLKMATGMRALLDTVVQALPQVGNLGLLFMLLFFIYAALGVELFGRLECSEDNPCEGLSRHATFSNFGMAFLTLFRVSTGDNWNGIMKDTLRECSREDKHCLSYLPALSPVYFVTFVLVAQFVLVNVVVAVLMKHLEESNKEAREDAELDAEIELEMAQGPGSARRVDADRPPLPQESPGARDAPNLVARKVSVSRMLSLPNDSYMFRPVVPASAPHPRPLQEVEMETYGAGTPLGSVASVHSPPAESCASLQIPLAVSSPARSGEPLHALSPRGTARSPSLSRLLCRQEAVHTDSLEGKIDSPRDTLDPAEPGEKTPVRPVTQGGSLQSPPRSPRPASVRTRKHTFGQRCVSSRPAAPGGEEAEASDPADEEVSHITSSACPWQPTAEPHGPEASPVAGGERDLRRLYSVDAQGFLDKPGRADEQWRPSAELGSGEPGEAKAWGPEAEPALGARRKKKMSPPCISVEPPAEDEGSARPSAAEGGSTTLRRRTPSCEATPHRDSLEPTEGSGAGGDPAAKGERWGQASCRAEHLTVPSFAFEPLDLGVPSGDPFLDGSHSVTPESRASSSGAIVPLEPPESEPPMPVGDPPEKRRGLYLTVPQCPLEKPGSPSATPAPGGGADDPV
The depositor's hits bear a star.

Start of the data: the first 3 entries, to show the layout:
| SMILES | Cav32 inh |
| --- | --- |
| COCCOC(=O)c1[nH]c2c(c1C)C(=O)CC(c1ccco1)C2 (configuration not stated) | -2.29 |
| CCN(Cc1nc2cc(OC)c(OC)cc2c(=O)[nH]1)C(=O)c1ccc(S(=O)(=O)N(C)C)cc1 | 1.75 |
| Cc1ccccc1CS(=O)(=O)c1cnc2ccccc2n1 | 0.375 |

Main list (from the top)
| SMILES | Cav32 inh |
| --- | --- |
| COCCOC(=O)c1[nH]c2c(c1C)C(=O)CC(c1ccco1)C2 (configuration not stated) | -2.29 |
| CCN(Cc1nc2cc(OC)c(OC)cc2c(=O)[nH]1)C(=O)c1ccc(S(=O)(=O)N(C)C)cc1 | 1.75 |
| Cc1ccccc1CS(=O)(=O)c1cnc2ccccc2n1 | 0.375 |
| CCCCC(=O)Nc1ccc(NC(=O)CCCC)nc1 | 1.17 |
| Cc1ccc(C2(C(F)(F)F)N=C3Sc4cc(C)cc(C)c4N3C(=O)N2)cc1 (configuration not stated) | -0.243 |
| CCCOc1ccc(C2/C(=C(/O)c3ccc(F)cc3)C(=O)C(=O)N2CCCN(C)C)cc1 (configuration not stated) | 1.52 |
| Cc1ccc(-c2nc(C3CCCN(S(=O)(=O)c4ccc(C(F)(F)F)cc4)C3)no2)cc1 (configuration not stated) | 0.332 |
| CCOCCSc1nc2c(c(=O)[nH]c(=O)n2C)n1CCCc1ccccc1 | -0.695 |
| CC(C)C(NC(=O)c1ccc(Cl)cc1)C(=O)O (configuration not stated) | 0.0242 |
| Cn1cnnc1SCCC(=O)Nc1ccc(Cl)cc1 | 0.589 |
| O=C(CCC1CCCC1)N1CCN(C(=O)C2CC2)CC1 | -1.55 |
| CC(C)(C)NC(=S)Nc1ccc(Br)cc1 | 0.107 |
| COC(=O)CNC(=O)C(C)NC(=O)CNC(=O)OCc1ccccc1 (configuration not stated) | 0.0113 |
| Nc1nncn1C(=O)c1cccs1 | -0.822 |
| COc1ccccc1N1CCN(C(CNS(=O)(=O)c2cccs2)c2cccnc2)CC1 (configuration not stated) | 0.596 |

| SMILES | Cav32 inh |
| --- | --- |
| O=C(NCc1ccco1)C1CCN(C(=O)Cc2ccccc2)CC1 | 0.149 |
| Cc1ccc(CNC(=O)CN2CCC(C(N)=O)CC2)cc1 | 1.2 |
| COc1ccc(N2CCCCn3c2nc2c3c(=O)n(C)c(=O)n2C)cc1 | 1.24 |
| CCOC(=O)C(C)N1N=C(/C=C/c2ccc(C)cc2)CCC1=O (configuration not stated) | -0.648 |
| CC(C)Oc1ccc(C(=O)NC2CCS(=O)(=O)C2)cc1 (configuration not stated) | 0.087 |
| CSc1cc(C)nc(N(C)C(C)=O)n1 | 0.418 |
| CCOC(=O)CSc1nc2ccc(Nc3nc(N4CCOCC4)nc(N4CCOCC4)n3)cc2s1 | 1.7 |
| COc1cc(C(=O)Nc2nnc(C)s2)cc(OC)c1OC | 0.00441 |
| COc1ccc(CC(=O)c2ccc(O)cc2O)cc1OC | -0.3 |
| COc1ccc(C(=O)Nc2ccccc2C(=O)N/N=C/c2cccc3ccccc23)cc1 | -3.69 |
| O=C(c1nsnc1-c1ccccc1O)N1CCCCC1 | -0.0998 |
| CCOc1ccc(OCC)c(S(=O)(=O)NCc2cccnc2)c1 | -0.0778 |
| CCCCOC(=O)c1ccc(NC(=O)c2ccc(F)cc2F)cc1 | -2.03 |
| O=C(CC(Nc1ccc(Cl)cc1)C(=O)O)c1ccccc1 (configuration not stated) | -0.271 |
| COc1ccc(OCc2nc(C#N)c(N3CCN(c4ccc(OC)cc4)CC3)o2)cc1 | -4.48* |

| SMILES | Cav32 inh |
| --- | --- |
| Cc1ccc(/C=N/n2c(COc3ccccc3)n[nH]c2=S)s1 | -0.0451 |
| Cn1c(=O)oc2cc(S(=O)(=O)N3CCN(c4ccc(F)cc4)CC3)ccc21 | 0.289 |
| CCn1c(-c2cc(OC)ccc2OC)csc1=Nc1c(C)n(C)n(-c2ccccc2)c1=O | 0.421 |
| Cc1ccc(-n2c(=O)c3sccc3n(CC(=O)NCc3ccco3)c2=O)cc1F | -0.0416 |
| Cc1ccc(C2CC(C(F)(F)F)n3nc(C(=O)NCC4CCCO4)cc3N2)cc1 (configuration not stated) | -0.0133 |
| Cc1noc(C)c1CSc1nnc2ccc3ccccc3n12 | 0.425 |
| O=C1CC(NCCN2CCOCC2)C(=O)N1Cc1ccc(N2CCCC2=O)cc1 (configuration not stated) | 0.408 |
| COc1ccc(NC(=O)C2CCN(S(=O)(=O)c3ccc(C)cc3)CC2)cc1OC | 0.0845 |
| CC1CC(=O)N(CC(=O)NCc2ccco2)c2ccccc2S1 (configuration not stated) | 0.0959 |
| CCOC(=O)c1sc(NC(=O)CSc2nc3c(c(=O)n2-c2ccccc2)SCC3)c(C(=O)OCC)c1C | -0.157 |
| CCn1c(SCCC(C)C)nnc1-c1c[nH]c2ccccc12 | -2.69 |
| C=CCN1C(=O)C2C(C(=O)NCc3ccccc3)C3(C)C=CC2(O3)C1C(=O)NC(C)(C)C (configuration not stated) | 0.00135 |
| N#CCCCCn1c(-c2cncs2)nc2ccccc21 | -2.23 |
| Cc1cc(C)cc(-n2nnnc2-c2cn(C)nc2C(F)(F)F)c1 | 0.623 |
| COc1ccc(C(=O)Nn2cnnc2)cc1 | -0.112 |

Shown as a hit in Cav32 inh, of those listed so far:
| SMILES | Cav32 inh |
| --- | --- |
| COc1ccc(OCc2nc(C#N)c(N3CCN(c4ccc(OC)cc4)CC3)o2)cc1 | -4.48* |

Back to the main list, starting two compounds before the break.
| SMILES | Cav32 inh |
| --- | --- |
| Cc1cc(C)cc(-n2nnnc2-c2cn(C)nc2C(F)(F)F)c1 | 0.623 |
| COc1ccc(C(=O)Nn2cnnc2)cc1 | -0.112 |
| O=C(CSc1nc2scc(-c3ccco3)c2c(=O)n1-c1ccccc1)N1CCOCC1 | 0.516 |
| Cc1ccccc1NC(=O)CSCCO | -0.274 |
| COC(=O)c1c(N)nc(C)n1-c1ccc(OC)cc1 | 1.4 |
| CCN(CC)c1ccc(NC(=O)CN2CCN(c3nc(C)cc(C)n3)CC2)cc1 | -4.21* |
| Cc1ccc(Sc2ccc(C(=O)NC(C)C)cc2[N+](=O)[O-])cc1 | 0.29 |
| C=CCNc1nc2c(c(=O)[nH]c(=O)n2C)n1CCCCC | 0.041 |
| O=S1(=O)C=C(N2CCCCC2)c2ccccc21 | -0.274 |
| CC(C)Cn1c(-c2ccccc2)nc2ccccc2c1=O | -0.231 |
| COc1ccc2[nH]c(=O)c(CN(Cc3cccs3)S(=O)(=O)c3cccc4nsnc34)cc2c1 | -0.226 |
| Cc1ccc(C)c2[nH]c(=O)c(CCNC(=O)C(C)(C)C)cc12 | -0.618 |
| CC(C)(C)NC(=O)C(=O)N/N=C/c1cccs1 | 0.897 |
| Cc1ccc(NC(=O)CSc2nnc(Cn3cnc4ccccc43)o2)cc1 | -2.47 |
| COc1ccc(NC(=S)Nc2cccc([N+](=O)[O-])c2)cc1 | 0.103 |
| COc1ccc(Cl)cc1NC(=O)c1ccoc1C | -1.51 |
| COC(=O)Cn1cccc1C(=O)c1ccccc1 | 0.169 |

| SMILES | Cav32 inh |
| --- | --- |
| O=C(NCc1ccc(N2CCCC2=O)cc1)Nc1cccc2ccccc12 | 0.167 |
| Cc1ccc(S(=O)(=O)N2CCN(S(=O)(=O)c3ccccc3)C2c2ccc(N(C)C)cc2)cc1 (configuration not stated) | -1.05 |
| CCOc1ccc(N2CC(C(=O)Nc3ccc(S(=O)(=O)Nc4ncccn4)cc3)CC2=O)cc1 (configuration not stated) | 0.755 |
| Cc1ccc(-c2nnn(CC(=O)N(CC3CCCO3)C(C(=O)NC(C)(C)C)c3ccc(F)cc3)n2)o1 (configuration not stated) | -0.473 |
| O=C(NCCOc1ccccc1)C1Nc2ccc(OC(F)(F)F)cc2C2C=CCC12 (configuration not stated) | -0.632 |
| c1ccc(-c2nc(-c3ccncc3)no2)cc1 | -0.000155 |
| O=C(O)CCC(=O)CCC(=O)c1ccccc1 | -0.0725 |
| CCN1C=CC(=C2C(=O)c3ccccc3C2=O)C=C1 | -0.0303 |
| C=CCn1c(CCNC(=O)c2cccs2)nnc1SCC(=O)c1ccc(Br)cc1 | -1.86 |
| Cc1ccc(N2CCN(C(=O)c3ccccc3Br)CC2)c(C)c1 | -3.86 |
| NC(=O)[C@@H]1CCCNc2c(I)cc([N+](=O)[O-])cc2C(=O)N[C@@H](CCCN=C(N)N)C(=O)N[C@@H](CCCN=C(N)N)C(=O)N1 | 0.00174 |
| CCOc1ccccc1C(=O)Nc1nnc(CC)s1 | -0.342 |
| CCOC(=O)c1oc2nc(CC(C)C)c3c(c2c1N)CCC3 | -0.79 |
| COc1ccc(C2OC34CCCCC3C(C#N)(C#N)C2(C#N)C(=N)O4)cc1 (configuration not stated) | 2.46 |
| Cn1c(=O)c2c(nc(NCc3ccco3)n2Cc2ccc(Cl)cc2Cl)n(C)c1=O | 0.645 |

| SMILES | Cav32 inh |
| --- | --- |
| CC(=O)OCC(=O)[C@@]1(O)CC[C@H]2[C@@H]3CCC4=CC(=O)C=C[C@]4(C)[C@@]3(Cl)[C@@H](Cl)C[C@@]21C | 0.896 |
| O=C(NCCCN1CCOCC1)c1ccc(CS(=O)(=O)c2cccc(C(F)(F)F)c2)o1 | 0.659 |
| Cc1ccc(S(=O)(=O)NCC2CCC(C(=O)NCc3ccc4c(c3)OCO4)CC2)cc1 (configuration not stated) | -3.32 |
| Cc1nn(Cc2ccccc2)c(C)c1C(=O)OCC(=O)c1cc(C)n(C2CC2)c1C | -4.75* |
| O=C(CCSCc1ccccc1Cl)N1CCN(c2cccc(Cl)c2)CC1 | -4.18 |
| COc1ccc2c(c1)C1NC(=S)NC(C)(O2)C1C(=O)Nc1ccccc1C (configuration not stated) | 0.154 |
| O=C(CSc1ccc2nnc(-c3ccc(Cl)cc3)n2n1)N1CCCC1 | 2 |
| Cc1c(C(=O)NCc2ccccc2Cl)oc2c1C(=O)CCC2 | 0.168 |
| Cn1sc(NC(=O)c2ccccc2Cl)nc1=O | 0.76 |
| Cn1nc(Cc2cccc3ccccc23)c(C#N)c1N | 0.713 |
| C=CCn1c(CCNC(=O)c2ccc(Cl)c(Cl)c2)nnc1SCCOc1ccc(OC)cc1 | -4.44 |
| Cc1occc1C(=O)Nc1c(F)c(F)c(F)c(F)c1F | -0.0943 |
| Cc1cc(O)cc(O)c1C(=O)Cc1cnn(-c2ccccc2)c1 | -1.18 |
| Cc1ccccc1-n1c(C)cc(/C=C2\NC(=O)NC2=O)c1C | -4.7 |
| O=C(Nc1nnc(/N=C/c2ccco2)s1)c1ccc(F)cc1 | 0.15 |

| SMILES | Cav32 inh |
| --- | --- |
| CCN(CC)CCOc1ccc2nc(N(C)C)sc2c1 | 0.799 |
| CCC(=O)c1ccc(OC(=O)c2cccs2)cc1 | -0.106 |
| Clc1ccc(-c2nnc(Sc3nc4ccccc4o3)c3ccccc23)cc1 | -3.97 |
| Cc1occc1-c1nnc(SCC(=O)Nc2ccccc2N2CCCCC2)n1C | -0.499 |
| Cc1cc2ccccc2c(=O)n1CC(=O)NCC1COc2ccccc2O1 (configuration not stated) | -4.11 |
| O=C(NCc1ccco1)C1CC(=O)N(CCc2ccccc2)C1 (configuration not stated) | 0.174 |
| O=C(Cn1nc(-c2ccc(Cl)cc2)ccc1=O)NCCN1CCOCC1 | -0.686 |
| CSc1ccc(C(C(C(=O)c2cccs2)N2CCOCC2)N2CCOCC2)cc1 (configuration not stated) | -1.22 |
| CCOC(=O)c1cc(C(=O)c2cccs2)n2ccc(C(C)=O)cc12 | -0.154 |
| CN(C)/C=C1/Nc2ccccc2C1=O | 1.23 |
| O=c1cc(N2CCCCCC2)[nH]c(=O)n1-c1ccc(Cl)cc1 | 0.679 |
| C=C(C)COc1ccc(-c2nc(N)nc(C)c2Oc2ccccc2OC)c(O)c1 | 0.154 |
| N#Cc1ccc(NC(=O)COC(=O)CNC(=O)C2CCCCC2)cc1 | 0.0466 |
| CN(CC(=O)NCCN1CCN(c2ccccc2)CC1)S(=O)(=O)c1ccc2c(c1)CCC(=O)N2 | 0.498 |
| CCOC(=O)c1ccccc1NS(=O)(=O)c1ccc(OCC)cc1 | -1.94 |
| O=C(NC1CCCc2ccccc21)C1CCCN(S(=O)(=O)c2cnc[nH]2)C1 (configuration not stated) | 0.312 |
| COc1ccc(-c2nnn(CC(=O)N(Cc3ccccc3Cl)C(C(=O)NCC3CCCO3)c3ccco3)n2)cc1 (configuration not stated) | 0.0863 |
| CCC(=O)Nc1cc(=O)[nH]c2ncnn12 | 0.365 |

Compounds above containing a CF3 group:
| SMILES | Cav32 inh |
| --- | --- |
| Cc1ccc(C2(C(F)(F)F)N=C3Sc4cc(C)cc(C)c4N3C(=O)N2)cc1 (configuration not stated) | -0.243 |
| Cc1ccc(-c2nc(C3CCCN(S(=O)(=O)c4ccc(C(F)(F)F)cc4)C3)no2)cc1 (configuration not stated) | 0.332 |
| Cc1ccc(C2CC(C(F)(F)F)n3nc(C(=O)NCC4CCCO4)cc3N2)cc1 (configuration not stated) | -0.0133 |
| Cc1cc(C)cc(-n2nnnc2-c2cn(C)nc2C(F)(F)F)c1 | 0.623 |
| O=C(NCCOc1ccccc1)C1Nc2ccc(OC(F)(F)F)cc2C2C=CCC12 (configuration not stated) | -0.632 |
| O=C(NCCCN1CCOCC1)c1ccc(CS(=O)(=O)c2cccc(C(F)(F)F)c2)o1 | 0.659 |

An excerpt; rates above refer to the full screens.
